# E-sel TNF inh: E-selectin induction blockers in HUVEC – imaging, immunofluorescence, high content, primary screen; HUVEC TNFa-induced E-selectin immunofluorescence; inhibition, % at 2 µM; actives 0.71% (n = 120,000); AID 1246, 2008;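 active = inhibition above the batch mean plus 3 SD, and confirmed as a hit on visual image review, cut at about 43% in these data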;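 also: 0% = TNF-stimulated DMSO wells and 100% = unstimulated control wells; not every result past the cut was called active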
# * = called active by the depositor. This is a subset; the hit share may differ from the screen's.
E-sel TNF inh	structure
8	CN(Cc1nc(C(c2ccccc2)c2ccccc2)no1)CC1COCCO1 (configuration not stated)
-20	N/C(=N\N=C\c1ccco1)SC1CC(=O)N(c2ccc(C(=O)O)cc2)C1=O (configuration not stated)
41	Cc1cccc(C)c1NC(=O)NCCCN1CCN(c2ccccc2)CC1
-4	Clc1ccc(-c2ncc3ccccn23)c(Cl)c1
21	Cc1cc(-c2ccccc2)nc(N(C)NC(=O)C(C)(C)C)c1S(C)(=O)=O
-16	NC(=O)N=Nc1c(O)[nH]c2c(Br)cc(Br)cc12
-32	O=C(NNS(=O)(=O)c1ccc(F)cc1)C1CCN(Cc2cccc(F)c2)CC1
-3	Cc1cc(C(=O)OCC(=O)Nc2cccnc2Cl)c2ccccc2n1
-24	CC1(C(=O)OCC(=O)NC(=O)NCc2ccccc2)CC1(Cl)Cl (configuration not stated)
-16	O=C(CSc1ncnc2sc(-c3ccccc3)cc12)NC1CCS(=O)(=O)C1 (configuration not stated)
26	Fc1ccc(-c2n[nH]c(=S)c3ccccc23)cc1
-13	S=C(NCc1ccco1)N1CCN(c2nc(-c3ccc(Cl)cc3)cs2)CC1
11	CCOC(=O)N1CCN(C(=S)Nc2cc(S(=O)(=O)N3CCOCC3)ccc2Cl)CC1
3	CC(=O)Nc1cccc(C(=O)N/N=C/c2cccnc2)c1
-3	O=C(CSc1nc2ccsc2c(=O)n1CC1CCC(C(=O)O)CC1)c1ccc(Cl)cc1 (configuration not stated)
-5	COc1cccc(-c2nn(-c3ccccc3)cc2CN(C)C(C)c2ccncn2)c1 (configuration not stated)
7	O=C(COC(=O)CC1CC2CCC1C2)Nc1c(F)cccc1F (configuration not stated)
-21	Cc1ccc(CN2CCN(Cc3ccc4cc(F)ccc4n3)CC2CCO)o1 (configuration not stated)
-13	O=C(NNC(=O)c1sccc1-n1cccc1)Nc1ccc(F)cc1
-20	CCCn1c(N)c(Sc2ccc([N+](=O)[O-])cc2)c(=O)n(CCC)c1=O
41	Cc1cccc(NS(=O)(=O)c2cc(C(=O)N3CCOCC3)ccc2Cl)c1
3	CCCc1cc(=O)n2[nH]c(NCc3ccc(OC)cc3)nc2n1
11	COCCn1c(C)cc(C(=O)COc2ccc(C)nc2[N+](=O)[O-])c1C
-9	CCCn1c(N)c(C(=O)NS(=O)(=O)c2ccc(C)cc2)c(=O)n(C)c1=O
5	COC(=O)c1cc(C#N)c(OC(C)C)nc1C
-15	COc1ccc(N2CC(C)Cn3c2nc2c3c(=O)n(Cc3ccc(C)cc3)c(=O)n2C)c(OC)c1 (configuration not stated)
-29	CC(=O)c1ccc(N2CCN(C(=O)CCCn3c(=O)[nH]c4ccccc4c3=O)CC2)cc1
-19	COc1cccc(/C=N/NC(=O)c2c(C)nc3ccc(Br)cn23)c1
-10	Cc1ccc(-c2csc(Nc3ccccc3)[n+]2CCc2ccccc2)cc1
9	COc1ccc(C(CNC(=O)c2ccco2)N2CCCCC2)cc1 (configuration not stated)
1	CC(C)(C)c1ccc(NC(=O)CNC2CCCc3ccccc32)cc1 (configuration not stated)
-33	O=C(Nc1ccc(Cl)cc1)c1ccc(OCC2CCCO2)cc1 (configuration not stated)
-34	Clc1cccc2c1CCN(Cc1nc(-c3cnccn3)no1)C2
-4	C/C(=N/NC(=O)CNC(=O)c1ccccn1)c1cccc([N+](=O)[O-])c1
8	CC(=O)c1cccc(NC(=O)N2CCC(NC(=O)C34CC5CC(CC(C5)C3)C4)CC2)c1
-21	O=C(/C=C/c1ccco1)NC(=S)Nc1ccccc1O
-40	CCOC(=O)C1CCN(C(=O)c2ccc(NS(=O)(=O)c3ccc(F)cc3C)cc2)CC1
-23	Cc1ccc(C(=O)NCC(=O)O)o1
2	COc1ccc(-n2c(-c3ccc(Cl)cc3)c[n+]3c2CCc2ccccc2-3)cc1
-19	CCN(CC)S(=O)(=O)c1ccc(OC)c(NC(=O)c2cc(C)on2)c1
-3	O=C(NNC(=O)C1COc2ccccc2O1)c1cccc([N+](=O)[O-])c1 (configuration not stated)
7	CCOc1ccc(NC(=O)c2ccc(NC(=O)COC(=O)Cc3ccc(OC)cc3)cc2)cc1
-25	CC(C)(C)NCC(=O)N/N=C/c1ccc(OCc2ccccc2)cc1
14	COc1ccc(CNS(=O)(=O)NCc2ccc(OC)c(OC)c2)cc1OC
-27	CCN(C(=S)Nc1ccc(OC(F)F)cc1)C1CCCCC1
-9	COc1ccc(N2CCN(C(CNC(=O)C(C)(C)C)c3cccnc3)CC2)cc1 (configuration not stated)
3	CC(=O)N(CCN1CCOCC1)Cc1cc2cc3c(cc2nc1Cl)OCO3
9	CC(C)(Cc1ccc(O)cc1)NC(=O)CC(=O)N=Nc1c(O)[nH]c2ccc(Br)cc12
-25	O=C(CCn1c(=O)[nH]c2ccsc2c1=O)NCc1ccc(F)cc1
-13	Cc1ccc(S(=O)(=O)Nc2ccc3c(c2)OCCO3)cc1C
-1	O=S(=O)(NCC1CCCO1)c1ccc(-c2ccc(S(=O)(=O)NCC3CCCO3)cc2)cc1 (configuration not stated)
-14	O=C(CCCNc1ccccc1)N/N=C/c1cccs1
4	FC(F)Oc1ccc(NC(=S)N2CCc3ccccc32)cc1
-22	CCC1(C)SC(NC(C)=O)=NN1C(C)=O (configuration not stated)
79*	COc1ccc(-c2nc3cnccn3c2NC(C)(C)CC(C)(C)C)cc1O
41	CN(C)c1nnnn1-c1ccccc1Oc1ncc(C(F)(F)F)cc1Cl
2	CN(C(=O)CO/N=C/c1ccc(Cl)cc1)c1ccccc1
-3	CCN(CC)c1ccc(NC(=O)CCCOc2cccc(C)c2)cc1
9	COC(=O)c1ccc(COc2ccc(-c3nnn(CC(N)=O)n3)cc2)cc1
-29	Cc1cc(C)c(C#N)c(SCC(=O)Nc2ccccc2)n1

# Some of the entries above, set out differently.
Structure | E-sel TNF inh
Clc1cccc2c1CCN(Cc1nc(-c3cnccn3)no1)C2 | -34
C/C(=N/NC(=O)CNC(=O)c1ccccn1)c1cccc([N+](=O)[O-])c1 | -4
CC(=O)c1cccc(NC(=O)N2CCC(NC(=O)C34CC5CC(CC(C5)C3)C4)CC2)c1 | 8
O=C(/C=C/c1ccco1)NC(=S)Nc1ccccc1O | -21
CCOC(=O)C1CCN(C(=O)c2ccc(NS(=O)(=O)c3ccc(F)cc3C)cc2)CC1 | -40
Cc1ccc(C(=O)NCC(=O)O)o1 | -23
COc1ccc(-n2c(-c3ccc(Cl)cc3)c[n+]3c2CCc2ccccc2-3)cc1 | 2
CCN(CC)S(=O)(=O)c1ccc(OC)c(NC(=O)c2cc(C)on2)c1 | -19
O=C(NNC(=O)C1COc2ccccc2O1)c1cccc([N+](=O)[O-])c1 (configuration not stated) | -3
CCOc1ccc(NC(=O)c2ccc(NC(=O)COC(=O)Cc3ccc(OC)cc3)cc2)cc1 | 7
CC(C)(C)NCC(=O)N/N=C/c1ccc(OCc2ccccc2)cc1 | -25
COc1ccc(CNS(=O)(=O)NCc2ccc(OC)c(OC)c2)cc1OC | 14
CCN(C(=S)Nc1ccc(OC(F)F)cc1)C1CCCCC1 | -27
COc1ccc(N2CCN(C(CNC(=O)C(C)(C)C)c3cccnc3)CC2)cc1 (configuration not stated) | -9
CC(=O)N(CCN1CCOCC1)Cc1cc2cc3c(cc2nc1Cl)OCO3 | 3
CC(C)(Cc1ccc(O)cc1)NC(=O)CC(=O)N=Nc1c(O)[nH]c2ccc(Br)cc12 | 9
O=C(CCn1c(=O)[nH]c2ccsc2c1=O)NCc1ccc(F)cc1 | -25
Cc1ccc(S(=O)(=O)Nc2ccc3c(c2)OCCO3)cc1C | -13
O=S(=O)(NCC1CCCO1)c1ccc(-c2ccc(S(=O)(=O)NCC3CCCO3)cc2)cc1 (configuration not stated) | -1

# More entries follow:
E-sel TNF inh	structure
-12	C=CCNc1nc(Cl)nc(Nc2ccc(OC)cc2OC)n1
39	COc1ccccc1OCc1cc(-c2ccccc2)no1
-6	CCCCNC(=O)/C(C#N)=C/c1ccc(F)cc1F
-20	Cc1cccc(NS(=O)(=O)c2cccc([N+](=O)[O-])c2)n1
-14	COC(=O)C(NS(=O)(=O)c1ccc(C)cc1)c1ccccc1 (configuration not stated)
-13	Cc1cccc(Sc2nc(-c3ccccc3)ncc2C(=O)O)c1
-1	COc1ccc(C(=O)N/N=C/C2CC=CCC2)cc1OC (configuration not stated)
-32	CN(CCc1ccccc1)Cc1nc(-c2cnccn2)no1
-25	O=C(O)c1cn(CCOc2ccccc2Cl)c2ccccc12
-7	CC(C)(C)c1ccc(NC(=O)Nc2ccc(F)cc2)cc1
-22	C/C(CC(=O)Nc1cc(C)ccn1)=N\NC(=O)C(=O)NC(C)C
-46	Cn1cc(CNCc2cn(C)nc2-c2ccc(C3CCCCC3)cc2)cn1
-25	CC(C)(C)N(Cc1cc2ccccc2[nH]c1=O)C(=O)c1ccco1
-36	O=C(CCCNS(=O)(=O)c1ccc(Cl)c(Cl)c1)NCCc1ccccn1
-6	CCOC(=O)C1=NOC(Cn2cc(C(C)=O)c(=O)[nH]c2=O)C1 (configuration not stated)
25	CCOC(=O)CN(c1ccccc1)S(=O)(=O)c1ccc(F)cc1
-9	Cn1c(=O)c(=O)n(C)c2cc(S(=O)(=O)NCCOc3ccccc3)ccc21
9	Cc1sc2ncn(CC(=O)Nc3ccccc3F)c(=O)c2c1-c1ccccc1
-2	FC(F)Oc1ccc(NC(=S)NNc2ccnc3cc(Cl)ccc23)cc1
9	CN(C)S(=O)(=O)c1cccc(NC(=O)CNCC2CCCCC2)c1
-2	COc1ccc(NC(=S)N(Cc2ccc(Cl)cc2)Cc2ccc(C(=O)O)cc2)cc1Cl
73*	Cc1ccc(/C([O-])=C(/C(=S)NCc2ccccc2)[n+]2cccc(CO)c2)cc1[N+](=O)[O-]
8	COc1ccc(OC)c(CCNC(=O)Cn2cccc2C(=O)c2ccccc2C)c1
-43	CCC(CC)NCC(O)COc1ccc(Br)cc1 (configuration not stated)
8	COc1ccc(C(c2nnnn2C2CCCCC2)N2CCN(C)CC2)c(OC)c1 (configuration not stated)
-5	C=CCN1C(=O)C(CC(=O)Nc2ccc(OCC)cc2)N(Cc2ccccn2)C1=S (configuration not stated)
-5	CC1(C)Cc2nc3sc4c(N5CCCC5)nnnc4c3cc2CO1
-9	Cc1ccnc(NC(=O)C(C)n2cc([N+](=O)[O-])cn2)c1 (configuration not stated)
3	O=C(CNS(=O)(=O)/C=C/c1ccccc1)OC1CCOC1=O (configuration not stated)
-13	CCOC(=O)N1CCN(C(=O)C2CCN(S(=O)(=O)c3ccc(OC)cc3)CC2)CC1
27	Cc1nn(CC(=O)OCC(=O)NC(C)c2ccccc2)c(C)c1[N+](=O)[O-] (configuration not stated)
-23	Cc1n[nH]c(C)c1CCNCc1ccc(OCC(O)CN2CCCCC2)cc1 (configuration not stated)
-9	Cc1cc(/C=C(/C#N)c2nc3ccccc3[nH]2)c(C)n1-c1cc(C(=O)O)cc(C(=O)O)c1
17	CC(=O)N1CCN(c2cc3c(cc2F)c(=O)c(C(=O)O)cn3C2CC2)CC1
-5	COc1ccc(-c2csc(NC(=O)CSc3n[nH]c(N)n3)n2)cc1
-6	CCCCN1C(=O)c2ccc(C(=O)Nc3ccccc3N3CCOCC3)cc2C1=O
-8	CCOc1ccc(C(=O)NCC(=O)OCc2c(C)noc2C)cc1OCC
1	CCn1c(SCC(=O)NNC(=O)c2ccc(OC)cc2)nnc1-c1ccco1
6	O=C(NCC1CCCO1)C(c1ccncc1)N(Cc1cccs1)C(=O)CN1C(=O)c2ccccc2S1(=O)=O (configuration not stated)
-19	Cc1ccccc1C(=O)NC1CC2CCC(C1)N2Cc1ccccc1 (configuration not stated)
-6	CC(C)c1cccc(O)c(=O)c1
-11	Cc1c(C(=O)O)[nH]c2ccc([N+](=O)[O-])cc12
-1	CC1=C(C(=O)N2CCCC(CCC(=O)NCc3ccccc3F)C2)OCCO1 (configuration not stated)
-18	CC(C)(C)NC(=O)CCc1nnc(Cc2c[nH]c3ccccc23)o1
10	CC1COc2ccccc2N1S(=O)(=O)c1ccccc1 (configuration not stated)
-13	Cc1noc(C)c1COC(=O)c1ccc(F)c(S(=O)(=O)N2CCCCC2)c1
1	CCN(CC)C(=O)Cn1c(=O)n(CCCC(=O)NCc2ccccc2)c(=O)c2sccc21
-20	CC1(C)CC(=O)C(C2C3=C(CC(C)(C)CC3=O)Oc3ccc4ccccc4c32)C(=O)C1 (configuration not stated)
1	CCOc1ccc(N)cc1OC
-25	CN(CC(=O)Nc1ccc(S(=O)(=O)N(C)C)cc1)Cc1ccc(C(F)(F)F)cc1
-5	COc1ccc(NC(=O)C2CCC(CNS(=O)(=O)c3cccs3)CC2)cc1OC (configuration not stated)
-62	O=C(NCC1CCCCC1)c1cc([N+](=O)[O-])ccc1N1CCOCC1
-3	Cc1ccc([N+](=O)[O-])cc1Nc1nc(N2CCOCC2)nc(N2CCOCC2)n1
-79	CC1CCC2C(=O)N(c3ccccc3OC(=O)c3ccccc3F)C(=O)C2C1 (configuration not stated)
22	COc1ccc(N2C(=O)C3C4C=CC(C4)C3C2=O)c([N+](=O)[O-])c1 (configuration not stated)
-1	CN(C(=O)CSc1nncc2ccccc12)C1CCCCC1
9	Cc1cccc(OC(=O)c2cncc(Br)c2)c1
33	CC(C)c1nnc(NC(=O)C2CCCN2C(=O)Nc2ccccc2F)s1 (configuration not stated)
-12	COc1cccc(CN(C(=O)Cn2nnc(-c3ccccc3F)n2)C(C(=O)NC(C)(C)C)c2ccncc2)c1 (configuration not stated)
-3	CCOc1ccccc1C(=O)N/N=C/c1c[nH]c2ccccc12

# Next part.
E-sel TNF inh	structure
16	CCNc1nc(NC(C)C)nc(NC(C)(C)C)n1
-32	O=C(Nc1ccc([N+](=O)[O-])cc1)C1CC12CCC2 (configuration not stated)
-11	CO/N=C/C(=N\Nc1ccc(OC)cc1)C(=O)c1ccc(F)cc1
-19	NC(=O)N1CCc2ccccc21
-28	Cc1ccc(SCC(=O)c2ccc[nH]2)cc1
-11	CC1CC1C(=O)Nc1cc(S(=O)(=O)N2CCOCC2)ccc1N1CCCC1 (configuration not stated)
-1	Cc1ccc(NC(=O)COC(=O)CCc2ccc(S(=O)(=O)N3CCOCC3)cc2)cc1C
-22	C=CCC(C(=O)c1ccccc1)[N+](C)(C)CC=C (configuration not stated)
